NR5A2 inv ag = inverse agonists of human LRH-1 (NR5A2). HEK293T StAR-luciferase reporter, LRH-1 transfected, 24 h. O00482. 0.13% of 360,000 active. inhibition, % at 3.6 µM. AID 602396;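 active = inhibition above the mean inhibition of all tested compounds plus 3 SD, cut at about 73% in these data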;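 note: 0% = DMSO wells and 100% = reporter-only cells lacking LRH-1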
Target sequence (O00482 whole entry, looked up): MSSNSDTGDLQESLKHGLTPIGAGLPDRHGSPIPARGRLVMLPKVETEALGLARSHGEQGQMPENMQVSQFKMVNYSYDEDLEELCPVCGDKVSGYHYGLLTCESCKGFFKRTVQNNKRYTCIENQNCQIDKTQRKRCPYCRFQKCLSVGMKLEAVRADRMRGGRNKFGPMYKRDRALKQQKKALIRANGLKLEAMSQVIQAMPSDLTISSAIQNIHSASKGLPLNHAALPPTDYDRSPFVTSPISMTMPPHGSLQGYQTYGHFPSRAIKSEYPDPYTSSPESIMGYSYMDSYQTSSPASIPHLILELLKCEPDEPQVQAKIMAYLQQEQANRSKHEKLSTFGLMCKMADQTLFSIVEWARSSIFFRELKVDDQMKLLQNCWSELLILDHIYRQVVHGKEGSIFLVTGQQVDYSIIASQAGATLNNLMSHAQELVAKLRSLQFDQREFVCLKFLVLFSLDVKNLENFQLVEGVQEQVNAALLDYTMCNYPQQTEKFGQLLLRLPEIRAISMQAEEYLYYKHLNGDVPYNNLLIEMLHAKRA
KKLEB cytotox = reduces viability of KKLEB cystic fibrosis airway cells; KKLEB CF airway cells viability, ATPlite luminescence, overnight; active compounds read low; cells stimulated with P. aeruginosa culture filtrate; 0.36% of 360,000 active; AID 602141; activity change (cytotoxicity), % at 5 µM;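 active = corrected activity change at or below -50% at 5 µM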
TROY NFkB inh = blocks TROY-dependent signaling in reporter cells | Q293 LMP1-TROYcd NF-kB luciferase reporter, 4 h | inhibition, % at 10 µM | 0.98% of 360,000 active;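 active = compounds whose plate-normalised and pattern-corrected inhibition of the luciferase reporter signal at the single screening dose is 50% or more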
C8 TRAIL sens = caspase-8 TRAIL sensitization. NB7+C8 cells + TRAIL, ATPlite viability luminescence. inhibition (viability loss, TRAIL sensitization), % at 10 µM. 1% of 360,000 active. AID 624354;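 active = compounds causing at least 50% loss of cell viability in the single-dose screen, relative to plate controls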
CF NFkB inh = inhibitors of cystic fibrosis induced NF-kB; KKLEB NF-kB-GFP reporter, PAF-induced, GFP fluorescence overnight; inhibition, % at 5 µM; 0.86% of 360,000 active;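 active = at least 50% inhibition at 5 µM, scaled per plate between neutral and stimulator controls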;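 note: PAF is a Pseudomonas aeruginosa culture filtrate used as stimulus; plate controls were PAF-stimulated DMSO wells for no effect and unstimulated DMSO wells for full effect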
Shn3 3UTR inh = Schnurri-3 reporter inhibition in Clone20 osteoblasts; Clone20 osteoblast Shn3 3'UTR firefly luciferase, 24 h; inhibition, % at 12.5 µM; 0.52% of 360,000 active;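 active = mean inhibition of at least 75% with every replicate also reaching 75%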;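 note: 0% = median of neutral control wells and 100% = pilot-screen positive control compound; some compounds past the cut are filed as inactive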
EBV LMP1 NFkB = inhibitors of Epstein-Barr LMP1-induced NF-kappaB reporter; LMP1-induced NF-kappaB luciferase reporter cells, luminescence; inhibition, % at 12.5 µM; 0.69% of 350,000 active; in the data active = inhibition above about 41%;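 note: 0% = neutral control wells and 100% = reference inhibitor control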
NCOA1 inh = human NCOA1 inhibition; Q15788; HEK293 GAL4-SRC1 luciferase reporter, luminescence; inhibition, % at 3.6 µM; 0.12% of 360,000 active; AID 588354;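 active = inhibition above the campaign mean plus 3 SD, with each screening campaign given its own cutoff, cut at about 60% in these data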;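 note: 0% = DMSO treated cells and 100% = gossypol at 36 µM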
NR2F2 inh = inhibitors of human COUP-TFII (NR2F2). P24468. HEK293T NGFI-A luciferase reporter, luminescence. inhibition, % at 8.6 µM. 0.7% of 370,000 active;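 active = inhibition above a per-plate cutoff, mean inhibition of test wells between control levels plus 3 SD, cut at about 38% in these data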;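 note: cells cotransfected with COUP-TFII expression vector driving the NGFI-A reporter; 0% = median of COUP-TF2 test wells and 100% = reporter-only cells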
Target sequence (P24468 whole entry, looked up): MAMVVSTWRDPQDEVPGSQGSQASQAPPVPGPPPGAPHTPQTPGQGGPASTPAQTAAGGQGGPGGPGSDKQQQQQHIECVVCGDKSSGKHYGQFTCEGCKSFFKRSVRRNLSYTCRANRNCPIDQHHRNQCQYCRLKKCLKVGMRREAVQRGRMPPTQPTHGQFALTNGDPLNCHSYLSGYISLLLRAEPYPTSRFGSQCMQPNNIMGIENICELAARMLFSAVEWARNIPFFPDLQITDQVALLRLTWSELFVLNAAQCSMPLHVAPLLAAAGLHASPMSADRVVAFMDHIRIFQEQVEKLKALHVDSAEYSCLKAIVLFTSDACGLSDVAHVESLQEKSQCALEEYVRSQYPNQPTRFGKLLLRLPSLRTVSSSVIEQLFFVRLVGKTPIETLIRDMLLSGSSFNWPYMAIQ
SRC3 inh = human NCOA3 inhibition | Q9Y6Q9 | HEK293 GAL4-SRC3 luciferase reporter, luminescence | inhibition, % at 3.6 µM | 0.17% of 360,000 active;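 active = inhibition above a per-campaign cutoff, the mean of all compounds plus 3 SD, cut at about 60% in these data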;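 note: 0% = DMSO-treated cells and 100% = gossypol-treated cells at 36 µM; higher means less SRC3-driven luciferase light from the GAL4 reporter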
TWEAK-Fn14 inh = TWEAK-Fn14 signaling inhibition; TWEAK-stimulated Fn14 reporter cells, luciferase luminescence, 8 h; inhibition, % at 10 µM; 2% of 360,000 active; in the data active = inhibition above about 50%
* marks the source's active call; other numbers are inactive results; x = no result given. Only part of the results is shown; rates above refer to the full screens.

SMILES	NR5A2 inv ag	KKLEB cytotox	TROY NFkB inh	C8 TRAIL sens	CF NFkB inh	Shn3 3UTR inh	EBV LMP1 NFkB	NCOA1 inh	NR2F2 inh	SRC3 inh	TWEAK-Fn14 inh
CC(C)(C)c1ccc(C(=O)NCC(=O)OCC(=O)Nc2ccc3c(c2)OCCO3)cc1	-5	4	-56	-1	-9	-7	3	-15	-8	12	-23
Cc1nnc(SCC(=O)N(C2CCCCC2)C2CCS(=O)(=O)C2)n1N (stereo not given)	13	0	-26	7	-10	1	-3	-26	-3	-31	-3
O=C(Nc1ccc2c(c1)OCO2)C1CCN(C(=O)c2ccc(Br)cc2)CC1	-2	16	-9	-6	-1	15	-4	-19	-11	-15	-16
CC(=O)Nc1ccc(C(=O)NCCCOC(C)C)cc1	4	4	15	-4	-9	0	-7	1	-18	14	-10
Cc1ccc(C(C(=O)NC(C)(C)C)N(C(=O)CCC(=O)Nc2ccccn2)c2ccccc2F)cc1 (stereo not given)	12	-13	-16	5	14	1	3	-12	17	-14	32
Cn1c(O)c(N=NC(=O)C2COc3ccccc3O2)c2ccccc21 (stereo not given)	14	-12	-9	-2	2	10	-4	-14	23	-28	-22
COc1ccc(-c2ccc(=O)n(Cc3cccc([N+](=O)[O-])c3)n2)cc1	8	-1	14	-13	-2	10	8	7	-1	26	-21
O=C(OCc1cn([C@H]2CN(Cc3cccs3)[C@@H](c3ccccc3)C[C@@H]2O)nn1)c1ccccc1	9	11	4	-5	-15	1	1	-35	-4	6	-2
O=C(N[C@H](C(=O)O)c1ccccc1)C1CCC(Cn2cnc3ccccc3c2=O)CC1 (stereo not given in full)	10	5	0	4	-18	-16	-7	-13	-2	8	-14
Cc1ccccc1Nc1nnc(SCC(=O)N(C)C2CCS(=O)(=O)C2)s1 (stereo not given)	7	0	-1	-16	-5	-22	8	-10	-5	7	1
CCOC(=O)[C@]12CCCC=C1N(Cc1cccc3ccccc13)C(=O)[C@H](CC(=O)N1CCOCC1)C2	-10	x	9	-5	x	x	x	x	-4	x	-7
C#CCOCCOCCOCCNc1nc(N2CCN(C(=O)[C@H](CCC(=O)O)n3cc(C(N)CC(C)C)nn3)CC2)nc(N2CCN(C(=O)[C@H](CCC(=O)O)n3cc(C(N)CC(C)C)nn3)CC2)n1 (stereo not given in full)	8	19	2	-8	-4	4	-4	4	x	-9	17

Quoted at random: three entries already listed
SMILES	NR5A2 inv ag	KKLEB cytotox	TROY NFkB inh	C8 TRAIL sens	CF NFkB inh	Shn3 3UTR inh	EBV LMP1 NFkB	NCOA1 inh	NR2F2 inh	SRC3 inh	TWEAK-Fn14 inh
O=C(N[C@H](C(=O)O)c1ccccc1)C1CCC(Cn2cnc3ccccc3c2=O)CC1 (stereo not given in full)	10	5	0	4	-18	-16	-7	-13	-2	8	-14
Cc1ccccc1Nc1nnc(SCC(=O)N(C)C2CCS(=O)(=O)C2)s1 (stereo not given)	7	0	-1	-16	-5	-22	8	-10	-5	7	1
CC(=O)Nc1ccc(C(=O)NCCCOC(C)C)cc1	4	4	15	-4	-9	0	-7	1	-18	14	-10

Remaining list, next part
SMILES	NR5A2 inv ag	KKLEB cytotox	TROY NFkB inh	C8 TRAIL sens	CF NFkB inh	Shn3 3UTR inh	EBV LMP1 NFkB	NCOA1 inh	NR2F2 inh	SRC3 inh	TWEAK-Fn14 inh
c1ccc(OCCSc2ncnc3nc[nH]c23)cc1	-56	-21	-103	-12	18	-17	-18	-27	-21	-29	10
Cc1cccc(C)c1Nc1nnc(SCC(=O)NC(=O)c2cccn2C)s1	-2	2	-14	20	-18	11	-2	5	-7	21	18
Cc1nc2nc[nH]n2c(=O)c1NS(=O)(=O)c1ccc(F)cc1	-1	12	7	5	-14	5	1	-14	0	21	-3
CCN(CC)C(=O)N1CCN(Cc2ccc3c(c2)OCO3)CC1	8	10	-8	-2	-7	-5	5	7	0	1	1
O=C(O)c1ccc(/C=N/NC(=O)c2cc(-c3cccs3)nc3ccccc23)cc1	-3	-8	-9	0	2	-19	-2	-17	8	-14	-6
Cc1ccc(C2CC(C(F)F)n3ncc(C(=O)Nc4cnn(Cc5ccccc5C)c4)c3N2)cc1 (stereo not given)	-22	-16	36	7	19	9	-15	-10	5	19	13
CC(C)(C)S(=O)(=O)/C(C#N)=N/Nc1ccc(S(C)(=O)=O)cc1	11	10	-3	28	-12	7	-36	-3	18	2	5
O=S(=O)(N=C(NS(=O)(=O)c1ccc(Cl)cc1)c1ccccc1)c1ccc(Cl)cc1	2	-8	-1	-13	7	-9	-6	11	-11	8	5
CC1=C(C(=O)N2CCCCCC2)CC(CC(=O)NCCN2CCOCC2)C(=O)N1Cc1ccc(C(C)(C)C)cc1 (stereo not given)	-8	x	-5	4	x	x	x	x	20	x	2
COc1ccc2nc(NC(=O)C(NS(=O)(=O)c3cccc4nsnc34)C(C)C)sc2c1 (stereo not given)	-18	-16	1	-4	-8	12	-110	-2	25	1	1
Cc1cc(/C=N/NC(=O)c2ccsc2)c(C)n1-c1cnccn1	-111	4	-22	-8	0	-18	-7	-54	-40	-50	-9
Cc1ccc(-n2c([C@@H]3C[C@H]3c3ccccc3)n[nH]c2=S)cc1	-5	10	-31	-4	6	-20	-4	-6	0	10	4
NC(=O)c1c(NC(=O)c2ccc([N+](=O)[O-])o2)sc2c1CCCC2	21	-64*	-6	-28	107*	81	-15	4	0	-5	13
C=CCOc1ccc(CNc2nn[nH]n2)cc1OC	17	5	10	-2	-9	6	-7	1	-6	3	23
COc1cc(OC)c(C2=NOC(C(=O)NCc3ccc4c(c3)OCO4)C2)cc1Cl (stereo not given)	8	-14	-10	7	11	21	-2	13	12	2	2
Cc1c(OC(C)C(=O)NCC2CCC(C(=O)O)CC2)ccc2c1oc(=O)c1ccccc12 (stereo not given)	3	-1	6	-10	-2	15	-4	-10	-2	3	-9
O=C(CCOc1ccccc1)Nc1ccnn1C1CCN(Cc2ccccc2)CC1	-9	-5	-8	9	1	7	7	1	2	-22	-13
CCC1Nc2ncnc(N3CCOCC3)c2N(Cc2ccc(C)cc2)C1=O (stereo not given)	0	-2	-21	-17	-20	-13	-4	8	0	16	1
CCN(CC(=O)Nc1ccc2c(c1)OCCO2)C(=O)c1ccc(CS(C)(=O)=O)cc1	-20	14	-25	14	-16	-8	2	-8	-1	-30	2
CC(=O)C1C(c2ccco2)c2c(noc2C)CC1(C)O (stereo not given)	19	3	-13	-7	-1	11	-2	8	8	4	9
c1nc2n(n1)C1=C(CCCC1)C1(CCCCC1)N2	1	10	13	-9	11	5	9	2	-9	6	-14
CC(C)C(=O)Nc1ccc(C(=O)NNC(=O)C(c2ccccc2)c2ccccc2)cc1	16	6	7	9	3	-9	-17	-22	18	-14	-10
O=C(CSc1ncnc2c1cnn2-c1ccc(F)cc1)NC1CCCC1	-35	-18	17	15	-7	64	25	-23	-13	-1	29
NS(=O)(=O)c1ccc(CCNC(=O)CCCOc2ccccc2)cc1	-6	-5	-20	0	-20	18	3	0	-15	-22	-3
CCCCn1c(N)c(N(CC(C)C)C(=O)C2CCC2)c(=O)[nH]c1=O	11	3	7	3	0	-3	2	-5	-28	1	-9
CCOC(=O)N1CCN(S(=O)(=O)c2ccc(C(=O)Nc3nc4c(s3)CC(C)CC4)cc2)CC1 (stereo not given)	4	-62*	5	14	38	37	-23	2	-13	-6	-12
CC1CCC(NC(=O)COC(=O)CCC(=O)c2ccc(Cl)s2)CC1 (stereo not given)	-1	1	-9	4	-7	3	9	-5	12	-9	-17
CC[C@H](C)[C@@H](C(=O)NCCCCCCCCCCC(=O)N1CCNCC1)n1cc(CCCCCN)nn1	7	9	-8	1	-5	-3	8	1	-7	-3	-8
COc1ccc(C)cc1NC(=O)c1ccc(NS(=O)(=O)c2cccs2)cc1	-1	-14	-3	1	-8	28	1	6	10	-23	3
CSc1nc2ncc(C#N)cn2n1	10	6	-11	-6	-15	5	6	-3	-8	6	-18
O=C(C1CCCCC1)N(Cc1ccccc1)c1ccccn1	-4	12	11	-16	-7	-2	-4	2	14	18	3
O=C(Nc1cccc(S(=O)(=O)Nc2ccc(Cl)cc2)c1)c1ccc[n+]([O-])c1	3	4	-11	8	4	4	-6	3	10	16	1
O=C(CSc1nnc(-c2cccnc2)n1CCN1CCCCC1)Nc1cccc(Cl)c1	-50	0	0	3	12	11	-7	-33	9	4	-2
CCOc1ccccc1NC(=O)C1CCCN(C(=O)Nc2ccccc2)C1 (stereo not given)	1	-8	-23	-2	-8	22	-2	-6	4	-2	-9
COc1ccc(C(=O)C[n+]2ccc3c(c2)nc(-c2cc(OC)c(OC)cc2OC)n3C)cc1	-1	13	-11	-12	0	-3	-6	3	-6	-9	7
CC(C)NC(=O)c1onc(CSc2cccc3ccccc23)c1C(=O)O	13	6	6	-4	-16	-11	1	9	6	-20	-68
COc1ccc(O)c(C(=O)c2cnn(S(=O)(=O)c3ccc(C)cc3)c2)c1	8	2	-27	-5	43	3	7	2	-29	15	24
CCCNC(=O)c1ccccc1N1CCN(CCCCN2C(=O)C3CCCCN3C2=O)CC1 (stereo not given)	5	11	0	-7	-6	7	-1	0	19	4	6
CCN(CC)C(=O)C(C)OC(=O)c1ccc(O)cc1 (stereo not given)	12	0	-21	-22	0	5	0	0	-9	17	-1
O=C(c1cccc(F)c1)N1CCCN(C(=O)c2cccc(F)c2)CC1	12	-5	-12	3	2	5	6	-1	-1	10	12
CC(=NCC1CCCO1)C1=C(O)CC(C)(C)CC1=O (stereo not given)	-7	11	-2	-11	-6	-13	1	-5	2	11	-1
COC(=O)C1CCCN1C(=O)COc1ccc(Br)cc1Cl (stereo not given)	-13	1	5	-8	22	-13	6	6	0	15	9
O=C(NNC(=O)c1cc2cc3ccccc3nc2s1)c1cccc(Cl)c1	-9	2	-6	29	-2	-4	-1	-3	8	0	-11
Nc1nc(-c2ccccc2)cc(-c2ccccc2O)n1	-2	23	-20	9	-20	-40	-216	-26	-41	22	48
CCCCCc1cc(=O)oc2c(C(CCN3CCCC(C)C3)c3ccc(OC)cc3)c(OC)cc(OC)c12 (stereo not given)	3	-22	16	24	14	28	13	-4	8	-5	-12
Cc1ccc(OCc2nnc(SCC(=O)NCc3ccco3)n2C)cc1	3	10	1	12	-15	3	-8	-5	-12	-9	5
CCOc1cc(/C=C/c2ccc3cccc([N+](=O)[O-])c3n2)ccc1OCC(=O)N(C)C	-20	-1	13	-7	5	3	-1	-10	-4	21	36
Cc1ccc(C(=O)NNS(=O)(=O)c2ccc(F)cc2)cc1	-6	8	-1	5	-5	-2	1	-19	1	3	10
CC(=O)c1c(C)[nH]c(C(=O)COC(=O)CCNS(=O)(=O)c2ccc(C)c(C)c2)c1C	10	5	1	4	-22	1	2	4	-1	15	-4
COc1cc(C(=O)N/N=C/c2sc(N3CCOCC3)nc2-c2ccccc2)cc(OC)c1OC	0	8	16	14	3	-5	2	12	1	12	-9
CN(C)S(=O)(=O)c1ccc(NC(=O)CN2CCCc3ccccc32)cc1	10	2	-28	5	-8	-3	-10	-91	-12	-15	-27
C=CCNc1sc(C(=O)C(C)(C)C)c(N)c1C#N	11	-1	-8	2	0	27	5	-16	17	19	13
COc1cc(OC)cc(C2=Cc3ccccc3C(CC(=O)c3ccco3)N2c2ccc(-c3cncnc3)cc2)c1 (stereo not given)	5	x	-8	-3	x	x	x	x	-9	x	16
